CF NFkB block: blocks PAF-induced NF-kB reporter in cystic fibrosis cells. KKLEB NF-kB-GFP reporter, GFP fluorescence overnight. inhibition, % at 5 µM. 360,000 compounds, 0.86% hits;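 active = at least 50% inhibition at 5 µM, scaled per plate between neutral and stimulator controls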;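 also: PAF is a Pseudomonas aeruginosa culture filtrate used as stimulus; plate controls were PAF-stimulated DMSO wells for no effect and unstimulated DMSO wells for full effect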
Peg3 promoter: Peg3 promoter activity inhibition | HeLa PEG-Prom luciferase reporter, luminescence, overnight | inhibition, % at 20 µM | 360,000 compounds, 1.7% hits;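 active = inhibition of at least 50% at 20 µM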
TWEAK-Fn14 inh: TWEAK-Fn14 signaling inhibition. inhibition, % at 10 µM. AID 1159606. 360,000 compounds, 2% hits. TWEAK-stimulated Fn14 reporter cells, luciferase luminescence, 8 h; in the data active = inhibition above about 50%
Shn3 inh set2: reduces Shn3 3'UTR luciferase signal in osteoblasts; Clone20 osteoblast Shn3 3'UTR firefly luciferase, 24 h; inhibition, % at 12.5 µM; 360,000 compounds, 0.52% hits; AID 588674;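 active = mean inhibition of at least 75% with every replicate also reaching 75%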;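 also: 0% = median of neutral control wells and 100% = pilot-screen positive control compound; some compounds past the cut are filed as inactive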
NR2E3 ag-1: human photoreceptor-specific nuclear receptor agonism; Q9Y5X4; AID 602229; inhibition of corepressor binding, % at 3.98 µM; 360,000 compounds, 0.35% hits; CHO-S Gal4-NCOR/VP16-NR2E3 two-hybrid, luciferase;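 active = inhibition above the mean of all tested compounds plus 3 SD, cut at about 70% in these data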;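 also: 0% = DMSO with NR2E3 transfected cells and 100% = cells lacking NR2E3 construct; higher means lower luciferase signal from less NR2E3 corepressor binding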
Target sequence (Q9Y5X4 whole entry, looked up, the tested form may be a part): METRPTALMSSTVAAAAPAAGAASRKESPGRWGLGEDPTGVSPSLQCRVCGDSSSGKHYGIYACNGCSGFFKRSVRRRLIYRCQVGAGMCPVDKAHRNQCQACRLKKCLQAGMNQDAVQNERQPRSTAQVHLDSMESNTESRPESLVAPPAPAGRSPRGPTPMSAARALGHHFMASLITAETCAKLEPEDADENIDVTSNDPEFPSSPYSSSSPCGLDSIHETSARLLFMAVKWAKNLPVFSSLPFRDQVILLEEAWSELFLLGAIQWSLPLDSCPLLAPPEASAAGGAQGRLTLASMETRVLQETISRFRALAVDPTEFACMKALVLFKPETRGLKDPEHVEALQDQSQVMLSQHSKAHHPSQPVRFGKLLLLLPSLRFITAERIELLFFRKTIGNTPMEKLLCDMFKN
HIF-2a block: HIF-2a inhibition; 786-0 RCC cells HIF-2a reporter, luciferase luminescence, overnight; inhibition, % at 18.8 µM; 360,000 compounds, 0.72% hits; AID 624352;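 active = inhibition of the luminescence signal of 40% or more relative to plate controls, in a single-dose primary screen at 18.75 µM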
iPSC survival up: hiPSC single-cell survival enhancement. ATPlite luminescence; 100% = ROCK inhibitor wells, 0% = DMSO. survival enhancement, % at 20 µM. 360,000 compounds, 0.044% hits. AID 602274; in the data active = survival enhancement above about 18%;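 also: cells exposed to compounds for 16 hours before the ATP read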
NR2E3 ag-2: NR2E3 (human) agonism. GST-NR2E3/biotin-RetCOR TR-FRET, 1536-well. inhibition of corepressor binding, % at 4.78 µM. 320,000 compounds, 0.12% hits. AID 2300;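 active = percent inhibition above the cutoff of mean plus 3 SD of all tested compounds, set per screening campaign, cut at about 20% in these data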;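 also: 0% = DMSO wells and 100% = biotin wells as full block of FRET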
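Material – GST-tagged NR2E3 plus biotinylated RetCOR corepressor · Quantity – NR2E3 fusion 1.35 nM · Times – 5 h incubation at 4 °C · Medium – pH 7.5 Tris-based buffer · Technique – TR-FRET, Eu(K)-anti-GST donor, streptavidin-D2 acceptor, ex 340, em 617/671 nm · Benchmarks – high control biotin, low control 0.6% DMSO · Format – 1536-well plates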
KKLEB cytotox: reduces viability of KKLEB cystic fibrosis airway cells. activity change (cytotoxicity), % at 5 µM. KKLEB CF airway cells viability, ATPlite luminescence, overnight; stronger effect = lower value; cells stimulated with P. aeruginosa culture filtrate. 360,000 compounds, 0.36% hits;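 active = corrected activity change at or below -50% at 5 µM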
MITF TRPM1 inh: inhibitors of MITF-driven TRPM1 promoter in melanoma cells | SK-MEL-5 TRPM1 promoter luciferase, 24 h | inhibition, % at 12.5 µM | 330,000 compounds, 0.83% hits;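 active = mean inhibition across replicates of 60% or more, whatever share of single replicates reaches that level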; also: values of inactives mirror those of a sister screen read the other way
aDG glyco act: increases alpha dystroglycan glycosylation; activation, % at 10 µM; 360,000 compounds, 0.22% hits; Pro5-aDG cells, alpha-DG glycosylation AlphaScreen (IIH6); 0% Pro5, 100% B10-LARGE cell signal;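 active = activation of at least 8% versus controls, or a plate z-score of at least 8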;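 also: Pro5 are CHO cells carrying HIG-tagged alpha-DG that lacks glycosylation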
The depositor's hits bear a star; / = not tested or not shown.

SMILES	CF NFkB block	Peg3 promoter	TWEAK-Fn14 inh	Shn3 inh set2	NR2E3 ag-1	HIF-2a block	iPSC survival up	NR2E3 ag-2	KKLEB cytotox	MITF TRPM1 inh	aDG glyco act
COc1ccccc1NC(=O)C(C)OC(=O)Cn1cnc2c1c(=O)n(C)c(=O)n2C (stereo not given)	15	17	-1	-17	-7	9	-0.4	-3	12	-6	-0.3
Cc1ccc(CNC(=O)c2ccccc2NC(=O)CN2CC(C)OC(C)C2)cc1 (stereo not given)	-2	5	-8	1	-13	9	0.3	3	5	-9	-0.1
O=C(CN1CCCCC1)NCC(=O)Nc1ccc(F)c(F)c1F	21	11	8	-3	8	1	11	0	-9	-6	-0.1
CC1(C)OC(C(=O)NC2CCCCC2)C(C(=O)NC2CCCCC2)O1 (stereo not given)	-10	3	2	0	-3	15	3.2	2	15	-15	-0.3
CC(C)NC(=O)CSCc1ccccc1Cl	-5	-12	-8	4	0	-24	-2.3	3	3	-4	0.3
COC(=O)C(Cc1ccccc1)NC(=O)CNC(=O)c1sc2ccccc2c1Cl (stereo not given)	-5	-10	-14	6	-13	-27	0.4	0	-6	4	-0.2
CSc1ccc(CN2CCN(C(=O)c3ccc([N+](=O)[O-])cc3)CC2)cc1	-19	-19	19	22	-24	6	1.1	0	4	24	2.2
Cc1nc(-c2ccccc2)c(Cc2ccccc2O)c(=O)[nH]1	-2	1	-10	19	4	12	-0.1	-1	-2	23	-0.2
Nc1ccccc1/C=N\N=C/c1ccccc1N	-26	-286	-29	-121	-49	-271	-0.6	-4	-4	-33	-0.1
CCCCCCn1c(=O)n2n(c1=O)C[C@]1(OC(=O)NCc3ccccc3F)CN(S(=O)(=O)c3ccc(C)cc3)C[C@]1(O)C2	2	-9	12	39	11	-20	1.9	/	-3	/	0.4
CN(C)c1ccc(C(O)P(=O)(OC2CCCCC2)OC2CCCCC2)cc1 (stereo not given)	-3	16	-23	/	2	8	-0.3	-2	-7	8	0.1
O=C(Nc1ccc2oc(-c3cccnc3)nc2c1)c1ccc(Br)o1	-7	0	1	0	-8	-13	1.8	1	14	10	0.0
CCCCn1c(N)c(Sc2ccc(C)cc2)c(=O)[nH]c1=O	-3	-1	7	11	-31	22	-1.7	2	-7	7	0.4
CC1CCN(c2cc(N3CCN(C(=O)c4ccc(F)c(F)c4)CC3)c([N+](=O)[O-])cc2F)CC1	12	20	-12	14	18	20	-1.0	-1	-17	14	0.3
COc1ccc(SCC(=O)Nc2ccccc2Cl)cc1	-11	-16	1	-11	-17	-52	-0.2	3	13	-30	-0.1
Cn1ccnc1SCC(=O)Nc1ccc2c(c1)OCCO2	-19	-149	28	-71	-118	-141	-0.5	0	4	-35	-0.1
CCOC(=O)CSc1nc(N)c2c3c(sc2n1)CCCC3	5	-57	-27	-11	-11	-10	0.2	-3	0	-19	0.7
Cc1ccc2nc(-c3cc(-c4ccccc4)no3)cn2c1	-4	11	79*	49	-153	-32	-0.6	-19	-6	31	-0.1
CCCCc1cc2ccccc2c(OCCN(C)C)n1	28	-4	20	-111	0	4	0.3	1	-2	-22	-0.1
CCN(CC)S(=O)(=O)c1ccc(N2CCCC2)c(C(=O)OCC(=O)Nc2cc(C)on2)c1	2	24	-7	14	-19	9	-0.4	-3	12	1	0.0
CCOc1ccc(NCc2nnc(SCC(=O)Nc3nc(-c4ccccc4)cs3)n2-c2ccccc2)cc1	-8	19	-3	-4	-11	2	1.0	2	-7	11	0.3
O=C(NC(=S)Nc1ccc2oc(=O)ccc2c1)c1cc2ccccc2o1	2	22	-51	-14	8	8	0.5	2	-1	-11	-0.1
CC(=O)Nc1cc2c(cc1NC(=O)Cn1nc(-c3ccccc3)ccc1=O)OCCO2	-4	-6	1	-31	-19	9	-0.2	3	1	-3	-0.1
CCOC(=O)Cn1nc(CC)c2ccccc2c1=O	-1	-2	4	-7	3	11	0.1	0	0	3	0.2
CCOc1ccc(C2CC(c3cccc(OC)c3)n3nc(N)nc3N2)cc1 (stereo not given)	4	10	-38	19	16	-5	-1.3	0	6	10	-0.2
COc1ccc(OCC(=O)NNc2c3ccccc3nc3ccccc23)cc1	-21	49	57*	8	-10	-1	1.7	-4	1	9	1.1
N#CC1=C(O)CCCn2c1nc1ccccc1c2=O	-5	7	7	0	-17	1	10	2	2	-4	-0.1
CCOC(=O)N(C)c1c(CC)nc2c(OCc3cccc(Cl)c3)cccn12	10	9	12	10	-18	-1	-2.2	/	-13	/	0.9
Clc1ccccc1OCCCCN1CCCC1	-6	13	4	24	3	10	4.5	0	6	-17	0.3
O=C(Nc1nnc(S(=O)(=O)N2CCCC2)s1)c1ccccc1F	11	2	-11	-13	-17	-36	1.4	-2	-13	-14	-0.1
O=C(Cn1c2[n+](c3ccc(C(F)(F)F)cc31)CCCCC2)Nc1c(F)cccc1F	-5	-1	-17	13	-4	-9	-0.3	3	2	1	0.5
O=C(O)/C(=C\c1ccc(Cl)c([N+](=O)[O-])c1)c1ccc(S(=O)(=O)N2CCCC2)s1	4	-3	-2	-18	-11	11	0.0	-1	-6	1	0.4
O=C(OCc1ccccc1)N1CCC2CC1c1cc(N3CCN(S(=O)(=O)c4cc(Cl)cc(Cl)c4)CC3)ccc12 (stereo not given)	10	7	0	25	-2	-6	1.5	/	0	/	-0.3
Cc1ccc(CN2CCN(Cc3c(C)nn(C(C)C)c3C)CC2CCO)o1 (stereo not given)	7	2	7	18	-19	9	-0.6	3	5	-2	0.0
Fc1ccc(Cn2ccc(-c3cnc(-c4ccccc4)s3)n2)cc1	-14	-213	40	-9	-109	-275	-1.7	-2	8	-38	0.8
CCOC(=O)C1CCN(Cc2ccccc2C)CC1	4	-23	11	4	2	15	1.4	-2	-5	4	-0.1
CCN1CCN(c2c(S(=O)(=O)c3ccc(C)c(C)c3)cnc3ccc(F)cc23)CC1	22	6	22	10	-16	3	-0.2	1	2	-6	-0.5
Cc1ccnc(NC2CCCCC2)c1	-4	-37	-10	-32	-37	-50	0.9	0	-7	-24	0.2
O=C(NCCNC(=O)c1ccccc1O)c1ccccc1O	-2	12	-9	25	-13	15	1.7	-1	-2	5	-0.1
COc1ccc(-c2oc3cc(O)c(OC)c(O)c3c(=O)c2OC)cc1O	48	-66	-2	-18	-12	-64	-1.6	/	-24	-1	-0.3
C[C@@H]1CN([C@H](C)CO)C(=O)CCCn2nncc2CO[C@H]1CN(C)C(=O)C1CC1	-11	-1	-11	-12	20	-2	-2.7	/	6	/	0.2
Cc1cc(C(=O)NCC(=O)Nc2ccc(F)c(F)c2)c(C)o1	2	1	9	2	-16	8	0.2	/	-16	1	0.0
Cc1nc2ccccn2c1C(=O)N/N=C/c1ccccc1[N+](=O)[O-]	-4	-9	-28	-10	-8	-40	-1.8	0	-14	7	0.0
O=C(CSc1ccc(-c2ccccn2)nn1)Nc1ccc(F)c(F)c1	15	-28	3	76	-28	-31	0.1	1	-25	6	2.5
COc1cc(NC(=O)c2cccnc2Sc2ccc(C)c(C)c2)cc(OC)c1OC	6	27	-2	-3	19	7	1.8	-2	-15	18	0.0
NC(Cc1ccc2nonc2c1)C(=O)O (stereo not given)	-6	9	-2	12	8	-3	-1.4	-2	-1	14	0.7
O=c1[nH]cc(S(=O)(=O)N2CCN(c3ccccc3F)CC2)c(=O)[nH]1	8	-9	23	10	19	-3	-4.0	/	6	/	-0.1
CC(C)CC(=O)N1CCC(O)(CS(=O)(=O)c2ccc(Cl)c(Cl)c2)CC1	6	-1	-1	3	-13	18	0.6	0	-1	1	-0.2
Cc1cccc(OCc2ccc(C(=O)Nc3cc(C)on3)o2)c1	-4	-5	-4	6	2	-13	-0.4	0	7	-3	-0.1
COc1ccc(C(C)C)cc1S(=O)(=O)N1CCN(c2ccccc2)CC1	11	27	-12	39	-4	11	1.2	2	-7	7	-0.2
CN(C(=O)CCc1nnc(Cc2ccc(-c3ccccc3)cc2)o1)C1CCOCC1	-5	-4	26	-12	12	-10	-0.9	4	10	1	0.0
CCCCNC(=O)Cn1nc(-c2ccc(C)cc2)ccc1=O	0	1	7	-3	11	18	1.6	/	-6	-10	-0.1
CCN(CCCNC(=O)c1[nH]c(C)c(C(C)=O)c1C)c1ccccc1	-3	-10	4	6	-5	16	-2.4	-4	6	-7	-0.1
c1ccc(SCc2nc3ccccc3[nH]2)nc1	11	-107	-15	-11	-36	-130	-3.0	1	6	-49	0.7
COC(=O)CNC(=O)C1Cc2ccccc2CN1S(=O)(=O)c1cccs1 (stereo not given)	-10	4	-5	-7	-1	13	-0.9	-2	5	1	0.0
Cc1cccc2[nH]c(CCNC(=O)C3CCC(=O)N(CCc4cccc(F)c4)C3)nc12 (stereo not given)	-14	7	-15	-14	16	-6	-0.6	-1	-8	2	0.2
COCCNC(=O)COc1cc(=O)n(C)c2ccccc12	-8	6	-1	17	-1	6	2.3	0	9	16	0.1
NS(=O)(=O)c1ccc(CCNC(=O)CCCn2c(SCC(=O)N3CCCC3)nc3ccsc3c2=O)cc1	-9	4	12	2	-9	13	0.7	2	10	5	-0.1
Cc1ccc(S(=O)(=O)N/N=C(\c2ccccc2)c2cccnc2)cc1	-14	8	-2	7	-20	-3	-2.1	-2	0	-5	0.1
C=CCCC(=O)N1C[C@H]2CON(C)[C@H]2C[C@H]1c1ccc(-n2ccnc2)cc1	-11	5	-3	3	8	6	0.2	/	5	/	0.0

A draw from above in order of molecular weight, largest number first.
SMILES	CF NFkB block	Peg3 promoter	TWEAK-Fn14 inh	Shn3 inh set2	NR2E3 ag-1	HIF-2a block	iPSC survival up	NR2E3 ag-2	KKLEB cytotox	MITF TRPM1 inh	aDG glyco act
COC(=O)CNC(=O)C1Cc2ccccc2CN1S(=O)(=O)c1cccs1 (stereo not given)	-10	4	-5	-7	-1	13	-0.9	-2	5	1	0.0
CCN(CCCNC(=O)c1[nH]c(C)c(C(C)=O)c1C)c1ccccc1	-3	-10	4	6	-5	16	-2.4	-4	6	-7	-0.1
COCCNC(=O)COc1cc(=O)n(C)c2ccccc12	-8	6	-1	17	-1	6	2.3	0	9	16	0.1

The results go on.
SMILES	CF NFkB block	Peg3 promoter	TWEAK-Fn14 inh	Shn3 inh set2	NR2E3 ag-1	HIF-2a block	iPSC survival up	NR2E3 ag-2	KKLEB cytotox	MITF TRPM1 inh	aDG glyco act
O=C(Nc1ccccc1)C1=C[C@H](C2CCCCC2)C[C@H](OCc2ccc(CO)cc2)O1	2	-18	39	4	11	-86	6.0	-1	-18	-12	0.7
CCCC(=O)NCCSC	1	-5	5	-5	9	16	-1.0	1	-13	-1	0.8
COc1cccc(CNC(=O)CCCNS(=O)(=O)c2cccs2)c1	9	17	-14	-11	23	10	-0.3	1	0	-14	-0.2
O=C(COC(=O)/C=C/c1ccc(Br)o1)Nc1cccc(S(=O)(=O)N2CCOCC2)c1	-26	6	-9	0	6	4	-2.8	/	7	3	0.1
Cc1ccc2nc(NCCc3ccc(Cl)cc3)c3nncn3c2c1	0	-2	-26	-25	-8	-4	1.1	-3	-13	-9	0.0

From PubChem
